STK33 kin inh = inhibitors of human STK33 kinase; AID 2322; inhibition, % at 12.5 µM; 27,000 tested, 0.44% active; ADP-Glo luminescence, MBP substrate; Q9BYT3; in the data active = inhibition above about 20%
Target sequence (Q9BYT3 whole entry, looked up): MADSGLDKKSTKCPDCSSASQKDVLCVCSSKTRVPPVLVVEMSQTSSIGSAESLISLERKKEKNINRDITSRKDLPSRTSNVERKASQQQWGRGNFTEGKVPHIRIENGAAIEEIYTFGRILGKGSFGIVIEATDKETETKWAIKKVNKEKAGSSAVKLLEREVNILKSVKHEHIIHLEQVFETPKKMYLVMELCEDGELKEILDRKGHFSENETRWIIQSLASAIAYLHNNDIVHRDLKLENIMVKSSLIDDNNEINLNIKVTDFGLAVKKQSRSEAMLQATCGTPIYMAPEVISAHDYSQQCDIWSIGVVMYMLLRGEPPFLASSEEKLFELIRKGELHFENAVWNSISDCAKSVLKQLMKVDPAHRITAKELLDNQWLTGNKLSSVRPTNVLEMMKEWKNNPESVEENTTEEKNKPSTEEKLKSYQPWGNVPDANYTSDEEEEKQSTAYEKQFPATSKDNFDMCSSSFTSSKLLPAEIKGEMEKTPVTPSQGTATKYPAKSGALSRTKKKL
p53 PUMA act = restores mutant p53 pathway signaling in SW480 cells | SW480 PUMA-promoter luciferase, p53 mutant reactivation | 28,000 tested, 1.5% active | activation, % at 9.98 µM | AID 624151; in the data active = activation above about 52%
* = called active by the depositor; · = not tested or not shown. A portion of the library (hit frequency here may not be typical).

Compound | STK33 kin inh | p53 PUMA act
CCOc1ccc(NC(=S)Nc2sc3c(c2C(=O)OC)CCC3)c([N+](=O)[O-])c1 | -5 | 4
COc1ccc(OCC(=O)Nc2ccc(-c3nc4cc(C)ccc4o3)cc2)cc1 | -1 | -45
COCCOC(=O)N1C(=O)[C@@]2(c3cc(C#CCCO)ccc31)[C@H](c1ccc(O)cc1)N1[C@H](c3ccccc3)[C@H](c3ccccc3)OC(=O)[C@H]1[C@@H]2C(N)=O | 2 | ·
C[C@H](CO)N1C[C@H](C)[C@@H](CN(C)S(=O)(=O)c2cn(C)cn2)Oc2c(NC(=O)NC3CCCCC3)cccc2C1=O | · | -4
O=C(CSc1ncccn1)Nc1ccc(I)cc1 | -3 | 3
CNC[C@H]1Oc2ccc(N(C)C)cc2CC(=O)N([C@@H](C)CO)C[C@H]1C | 3 | -1
C[C@@H]1CN([C@H](C)CO)C(=O)CCCn2nncc2CO[C@H]1CN(C)Cc1ccc(O)cc1 | 0 | 0
C[C@H]1CN([C@@H](C)CO)C(=O)CCCn2nncc2CO[C@@H]1CN(C)C(=O)Nc1ccc(N2CCCCC2)cc1 | -3 | ·
C[C@H](CO)N1C[C@H](C)[C@H](CN(C)S(=O)(=O)c2ccc(F)cc2)Oc2ccc(NC(=O)Nc3ccccc3)cc2C1=O | 0 | ·
CC(C)C(=O)Nc1ccc(C(=O)NCc2ccco2)cc1 | 0 | 16
O=C(NCc1ccc2c(c1)OCO2)c1ccc2c(=O)n(Cc3ccccc3)c(=S)[nH]c2c1 | 3 | ·
C[C@H]1CN([C@@H](C)CO)C(=O)Cc2cc(NS(C)(=O)=O)ccc2O[C@@H]1CN(C)S(C)(=O)=O | 2 | ·

Record cards, as listed above. Screens in order: STK33 kin inh	p53 PUMA act
Results for C[C@H]1CN([C@@H](C)CO)C(=O)Cc2cc(NS(C)(=O)=O)ccc2O[C@@H]1CN(C)S(C)(=O)=O = 2	·
Results for CNC[C@H]1Oc2ccc(N(C)C)cc2CC(=O)N([C@@H](C)CO)C[C@H]1C = 3	-1

Next part:
Compound | STK33 kin inh | p53 PUMA act
CCCC#Cc1ccc2c(c1)O[C@H](CN(C)C(C)=O)[C@@H](C)CN([C@@H](C)CO)S2(=O)=O | · | -8
COC(=O)Cc1cc(=O)n(-c2nc3ccccc3[nH]2)[nH]1 | 0 | -7
C[C@@H]1CN([C@H](C)CO)C(=O)Cc2cc(NC(=O)Cc3cn(C)c4ccccc34)ccc2O[C@H]1CN(C)S(=O)(=O)c1ccccc1 | 5 | ·
C[C@@H]1CCCCO[C@@H](CN(C)Cc2ccc(C(F)(F)F)cc2)[C@@H](C)CN([C@H](C)CO)C(=O)c2cc(NC(=O)Cc3ccccc3)ccc2O1 | 8 | ·
O=C1Nc2ccc(S(=O)(=O)NCC3CCCO3)c3cccc1c23 (configuration not stated) | 3 | -11
Cc1cccc(OC(=O)C(Cc2ccccc2)N2C(=O)C3C4CCC(C4)C3C2=O)c1C (configuration not stated) | 4 | -8
COc1cccc2cc(-c3nnc(SCC(=O)Nc4ccc5ccccc5c4)n3C)oc12 | 2 | -8
CCC(Sc1nnc(-c2ccncc2)n1C)C(=O)Nc1c(C)cccc1C (configuration not stated) | -1 | -6
CC(=O)C(Sc1cc(C)nc(N)n1)C(=O)Nc1ccccc1 (configuration not stated) | -3 | 5
Cc1ccc(S(=O)(=O)Nc2ccc3c(c2)CC(=O)N([C@@H](C)CO)C[C@H](C)[C@H](CN(C)S(=O)(=O)c2ccc(C)cc2)O3)cc1 | 3 | ·
CN(C)c1ccc2c(c1)[C@@H]1C[C@@H](CC(=O)N3CCc4ccccc4C3)O[C@@H](CO)[C@@H]1O2 | · | -2
COc1ccccc1-c1ccc2c(c1)O[C@@H](CN(C)Cc1ccc3c(c1)OCO3)[C@@H](C)CN([C@H](C)CO)S2(=O)=O | · | -20

In another format: results already given.
Molecule: O=C(CSc1ncccn1)Nc1ccc(I)cc1
  STK33 kin inh: -3 | p53 PUMA act: 3
Molecule: CC(=O)C(Sc1cc(C)nc(N)n1)C(=O)Nc1ccccc1 (configuration not stated)
  STK33 kin inh: -3 | p53 PUMA act: 5
Molecule: O=C1Nc2ccc(S(=O)(=O)NCC3CCCO3)c3cccc1c23 (configuration not stated)
  STK33 kin inh: 3 | p53 PUMA act: -11
Molecule: C[C@@H]1CCCCO[C@@H](CN(C)Cc2ccc(C(F)(F)F)cc2)[C@@H](C)CN([C@H](C)CO)C(=O)c2cc(NC(=O)Cc3ccccc3)ccc2O1
  STK33 kin inh: 8 | p53 PUMA act: ·

Later entries.
Compound | STK33 kin inh | p53 PUMA act
O=C(Nc1ccccc1[N+](=O)[O-])c1cccc(S(=O)(=O)N2CCOCC2)c1 | -1 | -1
C[C@H]1CN([C@@H](C)CO)C(=O)c2cc(NC(=O)CCC(F)(F)F)ccc2O[C@H]1CN(C)S(C)(=O)=O | 4 | ·
COc1ccccc1C#Cc1ccc2c(c1)O[C@H](CN(C)C(C)=O)[C@H](C)CN([C@H](C)CO)S2(=O)=O | · | -8
CCCn1nnc(NC(=O)C(C)Oc2ccc(Cl)cc2Cl)n1 (configuration not stated) | 3 | -3
Cc1noc(C)c1NC(=O)Nc1ccc2c(c1)C(=O)N([C@H](C)CO)C[C@H](C)[C@@H](CN(C)C(=O)NC1CCCCC1)OCCCC[C@@H](C)O2 | -2 | ·
C[C@@H]1CN([C@@H](C)CO)C(=O)Cc2cc(NS(C)(=O)=O)ccc2O[C@@H]1CN(C)Cc1ccccc1 | 1 | ·
C[C@@H]1CN([C@@H](C)CO)C(=O)c2ccccc2-c2ccccc2CO[C@@H]1CN(C)S(=O)(=O)c1ccccc1C#N | · | 5
COc1ccc(Nc2nc(N)nc(CSc3nc(C)cc(C)n3)n2)cc1 | -2 | 8
Cc1cc(=O)[nH]c(SCCOc2ccc3c(c2)CCC3)n1 | -2 | 46
COc1ccc(NC(=O)Nc2ccc3c(c2)CC(=O)N([C@@H](C)CO)C[C@H](C)[C@@H](CN(C)C(=O)NC2CCCCC2)O3)cc1 | -7 | 5
Cc1ccc(S(=O)(=O)N(C)CC(=O)Nc2cccc3c2CCCC3)cc1 | -1 | -10
O=C(C[C@H]1C[C@H]2c3cc(NC(=O)C4CCOCC4)ccc3O[C@H]2[C@H](CO)O1)NCCc1ccccc1 | · | 7
C[C@H]1CN([C@@H](C)CO)C(=O)c2cc(NC(=O)CCN3CCOCC3)ccc2O[C@H]1CN(C)Cc1ccccc1 | 0 | ·
C[C@H](CO)N1C[C@H](C)[C@H](CN(C)C(=O)Nc2cccc3ccccc23)Oc2c(NS(=O)(=O)c3cccs3)cccc2C1=O | · | -19
COc1ccc(NC(=O)Nc2ccc3c(c2)C(=O)N([C@@H](C)CO)C[C@H](C)[C@H](CN(C)C(=O)Nc2cccc4ccccc24)O3)cc1 | 1 | ·
O=C(O)C1CC(O)CN1S(=O)(=O)c1ccc(Cl)cc1 (configuration not stated) | -4 | 3
CCn1c(SCC(=O)Nc2ccccc2Br)nnc1-c1ccccc1 | -2 | 2
C=C1C[C@@]23C[C@H]4C5[C@@]6(C)CC(=O)C[C@]57C(C2C(O)[C@H]1C(O)C37)N4C6 (some centres not stated) | -4 | 1
O=C1O[C@@H](c2ccccc2)[C@@H](c2ccccc2)N2[C@@H](c3ccc(OCCO)cc3)[C@]3(C(=O)Nc4ccc(C#CCCO)cc43)[C@@H](C(=O)N3CCCCCCC3)[C@H]12 | 14 | ·
C[C@@H]1CN([C@H](C)CO)C(=O)Cc2cc(NC(=O)Nc3ccc4c(c3)OCO4)ccc2O[C@@H]1CN(C)Cc1ccncc1 | -2 | ·
OC[C@H]1O[C@@H](Oc2ccc3c(c2)OC[C@H]2c4cc5c(cc4O[C@@H]32)OCO5)[C@H](O)[C@@H](O)[C@@H]1O | 0 | 35
O=C(O)c1ccccc1-c1ccccc1C(=O)NCCCO | 2 | 3
COc1ccc(S(=O)(=O)N(C)C[C@@H]2Oc3c(NS(=O)(=O)c4c(C)noc4C)cccc3C(=O)N([C@@H](C)CO)C[C@@H]2C)cc1 | · | -8
C[C@@H]1CN([C@H](C)CO)C(=O)Cc2cc(NC(=O)C3CCCCC3)ccc2O[C@@H]1CN(C)S(C)(=O)=O | -1 | ·
Cc1ccc(S(=O)(=O)NC(C)C(=O)Nc2c(F)cccc2F)cc1 (configuration not stated) | 1 | -9
CS(=O)(=O)N(CC(=O)Nc1ccc(F)c(F)c1)c1ccccc1Br | 1 | 4
Cn1c(SCC(=O)Nc2cccc(F)c2)nnc1-c1ccc(Cl)cc1 | 3 | -4
CC(C)NC(=O)Nc1ccc2c(c1)C(=O)N([C@@H](C)CO)C[C@@H](C)[C@@H](CN(C)Cc1ccccc1)O2 | -1 | ·
CC1(C)CC(=O)C2=C(C1)N(Cc1ccc(F)cc1)C(=O)C2(NC(=O)c1cccnc1)C(F)(F)F (configuration not stated) | 3 | 5
CNC[C@H]1OCCCC[C@@H](C)Oc2ccc(NC(=O)C3CCCCC3)cc2C(=O)N([C@H](C)CO)C[C@H]1C | · | -3
C=CCc1cccc(/C=N/NC(=O)CN2CCN(Cc3ccccc3)CC2)c1O | · | -36
C[C@H]1CN([C@@H](C)CO)C(=O)Cc2cc(NC(=O)c3ccncc3)ccc2O[C@H]1CN(C)Cc1ccncc1 | -1 | ·
C=C[C@@](C)(O)CCC1C(=C)CCC2[C@@](C)(CO)CCC[C@]12C (some centres not stated) | 1 | ·
COc1ccccc1CN(C)C[C@H]1OCc2cnnn2CCCC(=O)N([C@@H](C)CO)C[C@H]1C | -3 | 7
C[C@H](CO)N1C[C@H](C)[C@@H](CN(C)C(=O)Nc2cccc3ccccc23)Oc2ccc(NC(=O)Nc3cccc4ccccc34)cc2C1=O | · | 2
O=C(Nc1ccccc1C(=O)N1CCOCC1)C1CCCO1 (configuration not stated) | 0 | -2
CNC[C@H]1Oc2c(NC(=O)Nc3ccc(C(F)(F)F)cc3)cccc2C(=O)N([C@@H](C)CO)C[C@H]1C | · | -2
CC(=O)O[C@@]1(C)C[C@@H](O)[C@@H]2C=CO[C@@H](O[C@@H]3O[C@H](CO)[C@@H](O)[C@H](O)[C@H]3O)[C@@H]21 | 0 | -2
COC(=O)c1ccccc1NC(=O)C1CC(c2ccc(Cl)c(Cl)c2)=NO1 (configuration not stated) | -2 | 2
COC(=O)c1ccc(-n2c(CCC(=O)O)ccc2-c2ccc(Cl)cc2)cc1 | -8 | 11
COC(=O)C1(Cc2ccc(O)cc2)OC(=O)C(=O)C1c1ccc(O)cc1 (configuration not stated) | -2 | 2
COc1ccc(N(CC(=O)Nc2ccc(I)cc2)S(C)(=O)=O)cc1Cl | 0 | -2
C[C@@H]1CN([C@@H](C)CO)C(=O)c2cc(NS(=O)(=O)c3ccccc3)ccc2O[C@H]1CN(C)C(=O)Nc1ccc2c(c1)OCO2 | -1 | 7
Cc1noc(C)c1NC(=O)N(C)C[C@@H]1Oc2ccc(NC(=O)C3CCCCC3)cc2CC(=O)N([C@@H](C)CO)C[C@@H]1C | 0 | ·
CS(=O)(=O)N(CC(=O)Nc1ccccc1C(=O)O)c1cccc(Cl)c1 | 3 | -3
O=C(Nc1sc2c(c1C(=O)NCc1ccco1)CCCC2)c1ccc(Br)cc1 | 0 | -4
C[C@@H]1CN([C@@H](C)CO)C(=O)c2cccc(NC(=O)c3cnccn3)c2O[C@@H]1CN(C)CC1CC1 | · | 9
COc1ccc(CN(C)C[C@H]2Oc3ccc(NC(=O)CCC(F)(F)F)cc3C(=O)N([C@@H](C)CO)C[C@H]2C)cc1 | 0 | 0
C[C@H](CO)N1C[C@H](C)[C@H](CN(C)S(=O)(=O)c2cn(C)cn2)Oc2c(NC(=O)c3cnccn3)cccc2C1=O | · | -5
CCOC(=O)c1ccc(NC(=O)O[C@H]2[C@H](OC(=O)Nc3ccccc3)[C@@H](OC(=O)Nc3ccccc3)[C@@H](OC)O[C@@H]2CO)cc1 | 11 | ·
CC(C)(C)c1ccc(S(=O)(=O)NCC(=O)Nc2ccc3c(c2)OCCO3)cc1 | 2 | 2
C[C@@H]1CN([C@H](C)CO)S(=O)(=O)c2ccc(C#Cc3cccnc3)cc2O[C@@H]1CN(C)C(=O)C1CC1 | · | -5
COc1ccc(C#N)cc1Br | 1 | ·
Cc1nnc(SCC(=O)c2ccc3c(c2)OCCO3)s1 | 4 | 89*
Cc1noc(C)c1NC(=O)N(C)C[C@@H]1Oc2c(NC(=O)c3nc4ccccc4s3)cccc2C(=O)N([C@H](C)CO)C[C@@H]1C | · | 3
CCn1cc(C(=O)O)c(=O)c2cnc(N3CCCC3)nc21 | -4 | -7
C[C@H](CO)N1C[C@H](C)[C@H](CN(C)C(=O)Nc2ccccc2)Oc2ccc(NC(=O)Nc3ccc4c(c3)OCO4)cc2CC1=O | -1 | ·
C[C@H]1CN([C@@H](C)CO)C(=O)c2cccc(NS(=O)(=O)c3cn(C)cn3)c2O[C@@H]1CN(C)C(=O)Nc1cccc2ccccc12 | · | -10
CNC[C@H]1OCCCC[C@H](C)Oc2ccc(NS(=O)(=O)c3cccs3)cc2C(=O)N([C@H](C)CO)C[C@@H]1C | · | -21
CN(CC(=O)Nc1ccccc1-c1ccccc1)S(=O)(=O)c1cc(Cl)ccc1Cl | 1 | 12

More records follow.
Compound | STK33 kin inh | p53 PUMA act
C[C@H]1CN([C@@H](C)CO)C(=O)c2cc(NC(=O)Nc3cccc4ccccc34)ccc2O[C@@H]1CN(C)S(=O)(=O)c1cccs1 | -1 | ·
COc1ccc(C(C)=O)cc1CSc1nnc(-c2ccccc2O)n1-c1ccccc1 | 1 | 1
C=C1C(=O)OC2C3=C(C)C(=O)CC3C(C)CC(O)C12 (configuration not stated) | -3 | -3
CCN1CCC[C@H]1CNC(=O)c1cc(S(N)(=O)=O)ccc1OC | 6 | ·

Screening data as filed in PubChem.
